Source: PubChem
TAG inh – inhibitors of triacylglycerol accumulation, primary screen, cell-based, uHTS, fluorescence, H9c2; H9c2 cells, Nile Red lipid (TAG) fluorescence; cells loaded with 200 µM oleic acid; inhibition, % at 12.5 µM; hit rate 0.66% among 230,000; AID 651582, 2012;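 active means pattern-corrected inhibition of lipid staining of at least 50% with the nuclear-stain viability signal not falling by more than 50%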;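 further: 0% = DMSO wells and 100% = triacsin C control wells; some results filed as inactive read as strong as hits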
TAG inh DAPI viability – recorded beside TAG inh, whose call it bears; DAPI nuclei signal change (viability), lower = more cytotoxic, %;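 whole-well DAPI fluorescence read on a plate reader as a viability signal; minus 50 percent equals half of cells still viable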
* = called active by the depositor.

A first look:
Values run as follows: TAG inh DAPI viability	TAG inh
(1) COc1ccc(N(C(=O)/C=C/c2ccc(OC)c(OC)c2)C2=CC3CCC(C2)N3C)cc1 (stereo not given)
    23	-3
(2) Cn1cc(C=C2C(=O)OC3(CCCCC3)OC2=O)c2ccccc21
    -4	0
(3) COc1cc2c(cc1C=O)OC(C)C2 (stereo not given)
    -10	12

This part in full (from the top)
Values run as follows: TAG inh DAPI viability	TAG inh
(1) COc1ccc(N(C(=O)/C=C/c2ccc(OC)c(OC)c2)C2=CC3CCC(C2)N3C)cc1 (stereo not given)
    23	-3
(2) Cn1cc(C=C2C(=O)OC3(CCCCC3)OC2=O)c2ccccc21
    -4	0
(3) COc1cc2c(cc1C=O)OC(C)C2 (stereo not given)
    -10	12
(4) Cc1ccc(-c2ccc(SCC(=O)NCC3CCCO3)nn2)cc1 (stereo not given)
    7	-5
(5) Cc1oc(CC(C)C)cc1C(=O)NCCCC(=O)O
    -15	-7
(6) COc1ccc(Nc2nc(N3CCN(S(C)(=O)=O)CC3)nc3ccccc23)c(OC)c1
    6	20
(7) O=C(NCc1ccccn1)c1cnc2sccn2c1=O
    -2	-14
(8) O=C1CC[C@H](O)CCN1CCSc1ccc(Br)cc1
    18	1
(9) CCc1nc(SCC(=O)Nc2ccc(N(C)C)cc2)c2ccccc2n1
    63	7
(10) COc1ccc(Br)cc1-c1noc(-c2ccncc2)n1
    0	3
(11) O=C(O)c1cnc(-c2ccccc2)nc1Oc1ccc(Cl)cc1
    1	-4
(12) COC(=O)C1CCN(C(=O)COC(=O)c2ccc(OC)c(S(=O)(=O)N3CCCc4ccccc43)c2)CC1
    -8	-1
(13) CCN(CC)c1ccc(C(=C2C=CC(=[N+](CC)CC)C=C2)c2ccccc2)cc1
    -67	141
(14) Cc1cccc(-c2nnc(NC(=O)c3cccs3)s2)c1
    -7	-5
(15) C=CCn1cc(C(=O)OC)c(=O)c2cc(S(=O)(=O)N3CCCCCC3)ccc21
    -8	-2
(16) CCOC(=O)[C@H]1[C@H]2COc3cc(OC)ccc3[C@@H]2N2C(=O)N(c3cccc(Cl)c3)C(=O)[C@@]12C
    2	-33
(17) CCO[C@H]1OC(C(=O)NC2CC2)=C[C@@H](C)[C@@H]1CCCO
    -5	12
(18) CN(C(=O)COC(=O)Cn1cnc2ccccc21)C1CCCCC1
    0	2
(19) COc1ccc2c(c1)[C@H]1[C@H](CO2)[C@H](c2ccccc2)[C@]2(C)C(=O)Nc3cc(C)ccc3C(=O)N12
    13	7
(20) COC(=O)c1cc(-c2c(C)nn(-c3ccccc3)c2C)n[nH]1
    9	-34
(21) Cc1c(NC(NC(=O)CC(C)C)C(Cl)(Cl)Cl)c(=O)n(-c2ccccc2)n1C (stereo not given)
    10	-7
(22) Cc1c(-c2ccc(F)cc2)nc(N)c(C#N)c1-c1cccs1
    8	-126
(23) CCN(CC)C(=O)N1c2ccccc2C=Cc2ccccc21
    -9	-5
(24) O=C(Nc1cccc(S(=O)(=O)N2CCCCCC2)c1)c1cc(=O)c2ccccc2o1
    2	3
(25) COC(=O)c1ccc(C(=O)OCCCc2nc3ccc(N)cc3[nH]2)cc1
    0	10
(26) OCC1OC(c2ccc(OCc3ccccc3)cc2OCc2ccccc2)C(O)C1O (stereo not given)
    -11	10
(27) Cn1c(SCCC#N)nnc1-c1ccc(F)cc1
    -3	-4
(28) O=C1C(=O)c2ccccc2C(O)=C1c1ccccc1F
    -6	9
(29) CCN(CC(=O)Nc1ccc2c(c1)OCCO2)C(=O)CC1CCCC1
    3	-6
(30) Cc1ccc(NNC(=O)c2snnc2C)cc1Cl
    -6	0
(31) CC1CCN(C(=O)CCC(=O)Nc2ccc([N+](=O)[O-])cc2)CC1
    3	8
(32) CCOc1ccc(C2N(c3ccc(Cl)cc3)C(=O)C3CCCN32)cc1OC (stereo not given)
    -7	19
(33) Cc1ccc(C(=O)CC2(O)C(=O)N(CN3CCOCC3)c3ccccc32)cc1 (stereo not given)
    -6	-12
(34) COc1ccc(NC(=O)C2(C)Cc3c(-c4ccc(C(N)=O)cc4)ccnc3O2)cc1 (stereo not given)
    -3	3
(35) CCCn1c(N2CCN(CC(=O)c3c[nH]c4ccccc34)CC2)nc2c1c(=O)[nH]c(=O)n2C
    4	-18
(36) CNc1nc2c(C)cccn2c(=O)c1C=Nc1ccc(OC)cc1
    0	1
(37) CCOC(=O)Cc1csc(SCC(=O)N2CCN(c3ccccc3)CC2)n1
    -8	1
(38) Cc1cc(C)c(C)c(Cn2c(CO)nc3ccccc32)c1C
    -12	3
(39) O=C(C1CCCCC1)N1C[C@@H](O)[C@H](n2cc(C3CC3)nn2)C[C@@H]1c1ccccc1
    -5	6
(40) CC(=O)N1CCN(S(=O)(=O)c2cccc(C(=O)N3CCN(S(=O)(=O)c4c(C)c(C)cc(C)c4C)CC3)c2)CC1
    -8	10
(41) Cc1ccccc1-c1cc(C(=O)NCc2ccc3c(c2)OCO3)n(CC2CC(c3cccnc3)=NO2)n1 (stereo not given)
    -6	-4
(42) CC(C)(C)N1C(=O)Cc2c1nc(N)c1c(N)nc(N3CCCCC3CO)c(C#N)c21 (stereo not given)
    6	-10
(43) O=C(NC1CCCCC1)N1CCC(n2cnc3ccccc32)CC1
    -8	6
(44) N#Cc1ccc(C(=O)N2CCCCC2c2cc(C(=O)Nc3ccc4c(c3)OCO4)no2)cc1 (stereo not given)
    5	-11
(45) COC(=O)C1=C(O)C2(C(=O)O)CC(C(=O)OC)=C(O)C(C(=O)O)(C1)C2
    2	2
(46) O=C(OCC(=O)N1CCOCC1)c1cc(=O)[nH]c2ccccc12
    -4	5
(47) CCCCc1ncc(CN2CCC(CC3CCCCO3)(C(=O)OCC)CC2)[nH]1 (stereo not given)
    13	-1
(48) C[C@H](CO)N1C[C@H](C)[C@@H](CN(C)Cc2ccccc2)Oc2c(NC(=O)Cc3ccccc3)cccc2C1=O
    -7	30
(49) Cc1cccc(NC(=O)CNC(=O)c2ccc(S(=O)(=O)NCc3ccco3)cc2)c1C
    -7	0
(50) C[C@H]1CN([C@@H](C)CO)C(=O)CCCn2nncc2CO[C@H]1CN(C)C(=O)NC1CCCCC1
    -1	10
(51) O=C(Nc1cnn(Cc2ccc(Cl)cc2)c1)c1cccs1
    -12	-1
(52) Cc1cccc(NC(=S)NCc2cccs2)c1C
    -6	-6
(53) O=C1CC(C(=O)N2CCN(c3ccc(F)cc3)CC2)CN1CCc1ccccc1 (stereo not given)
    4	1
(54) COc1ccc(N(CC(=O)Nc2ccccc2C)S(=O)(=O)c2ccccc2[N+](=O)[O-])c(OC)c1
    -11	5
(55) C/C(=C\C(=O)c1ccc(F)cc1)Nc1ccc(N2CCOCC2)cc1
    8	-20
(56) O=C1NC(=O)C2(Br)Nc3ccc(Br)cc3C(=O)C2N1 (stereo not given)
    -2	-7
(57) Brc1c(CSc2nnc(-c3ccco3)o2)nc2ccccn12
    4	12
(58) CC(=O)c1cccc(S(=O)(=O)Nc2ccccc2N2CCOCC2)c1
    -7	8
(59) COc1cc(Cl)c(C)cc1NCC(=O)Nc1cccc(S(=O)(=O)N2CCCC2)c1
    1	-17
(60) O=C(NCCN1CCN(C(=O)C(c2ccccc2)c2ccccc2)CC1)C(=O)Nc1ccccc1
    -2	20

Following part.
Values run as follows: TAG inh DAPI viability	TAG inh
(61) COc1ccc(C(=O)OCC(=O)N2CCN(C(=O)c3ccco3)CC2)cc1OC
    -1	11
(62) COC1=C/C(=C/c2c(N)n3c(nc2=O)sc2cc(S(C)(=O)=O)ccc23)C=CC1=O
    1	3
(63) CCN1C[C@@H]2[C@@H]3C(=O)N(C)C(=O)[C@@H]3[C@](Cc3ccccc3)(C1=O)N2C(=O)c1ccc(Br)cc1
    -6	0
(64) C[C@H](CO)N1C[C@H](C)[C@H](CN(C)C(=O)Nc2ccccc2)OCc2cnnn2CCCC1=O
    -12	13
(65) COc1ccc(S(=O)(=O)N2CCOCC2)cc1NC(=O)CSc1nnc2n1CCCCC2
    3	4
(66) Cc1ccc(NS(=O)(=O)c2cccc(C(=O)NC3CC3)c2)c(C)c1
    7	-14
(67) Cc1ccc(CN2CCCCC2C(=O)Nc2ccc(Oc3cccnc3)cc2)o1 (stereo not given)
    -13	10
(68) COc1ccccc1CNC(=O)CN1CCN(S(=O)(=O)c2cccs2)CC1
    1	-5
(69) C=CCNC(=O)CSc1nnc(C(CC)N(C)C)n1C1CCCCC1 (stereo not given)
    1	-3
(70) CCOc1cc(C=O)ccc1OCC(=O)N1CCCC1
    -9	3
(71) CCOC(=O)C1(Cc2cccc(OC)c2)CCN(CC(O)CO)CC1 (stereo not given)
    -3	6
(72) CCC(C(=O)Nc1ccc(C(C)C)cc1)c1ccccc1 (stereo not given)
    -2	-5
(73) N=C1c2ccccc2CN1NC(=O)c1cccc(S(=O)(=O)N2CCCC2)c1
    3	3
(74) COc1ccccc1C(NC(C)=O)c1c(O)ccc2ccc(O)cc12 (stereo not given)
    7	1
(75) COc1ccc(N(C)S(=O)(=O)c2c(C)[nH]c(=O)[nH]c2=O)cc1
    -11	-1
(76) O=C(OCc1c(F)cccc1Cl)c1cnccn1
    6	2
(77) COc1ccccc1N(C)S(=O)(=O)c1ccc(C(=O)NCCCN2CCCC2=O)cc1
    -6	15
(78) COc1ccc(Nc2ncnc3c2oc2ccccc23)cc1
    0	-13
(79) Cc1ccc(NC(=S)N/N=C/c2ccc(OCCC(C)C)cc2)c(C)c1
    0	-9
(80) CCCc1cc(=O)[nH]c(SCC(=O)Nc2sc3c(c2C#N)CCCC3)n1
    4	-3
(81) Cc1ccc2nc(-c3ccc(NC(=S)NCCC(C)C)cc3)sc2c1
    7	18
(82) CCN(CC)S(=O)(=O)c1ccc(/C=C/C(=O)OCC(=O)N(C)C)cc1
    -1	2
(83) Cc1cccc(NC(=S)NCC(c2cccnc2)N2CCOCC2)c1 (stereo not given)
    -6	12
(84) CCN(CC(=O)Nc1ccc(C)c(F)c1)CC(=O)NC(C)(C)C
    -7	2
(85) Cc1ccc(NCC(=O)Nc2ccc(F)c(Cl)c2)cc1S(=O)(=O)N1CCOCC1
    5	1
(86) C/C(=C/c1ccccc1)C(=O)N1CCN(c2ccccc2)CC1
    2	-1
(87) Cc1cccc(OCc2nnc(SCC(=O)N3CC(=O)Nc4ccccc43)o2)c1
    -7	-3
(88) CCOC(=O)c1oc2ccccc2c1COC(=O)CNC(=O)c1cc(OC)c(OC)c(OC)c1
    -2	11
(89) CN1C(=O)CN(CCN2CC(=O)N(C)C(=O)C2)CC1=O
    6	1
(90) Cc1c(C(=O)NCC2CCCO2)oc2ccc(S(=O)(=O)N3CC(C)CC(C)C3)cc12 (stereo not given)
    -1	-14
(91) O=C(Nc1ccc2c(c1)OCO2)C1CCN(C(=O)c2ccc(Cl)cc2)CC1
    14	-8
(92) Cc1ccc(S(=O)(=O)N(C)C)cc1-n1c(SCC(=O)N(C)C)nc2ccccc2c1=O
    -4	-1
(93) Cc1c(-c2ccc(/C=N/NC(=O)C(=O)Nc3ccccc3F)o2)cccc1[N+](=O)[O-]
    -1	4
(94) Cn1c(SCc2c(F)cccc2Cl)nc2ccccc2c1=O
    -2	-14
(95) C=CCOc1ccc(/C(O)=C2\C(=O)C(=O)N(CCCOC)C2c2ccc(O)c(OC)c2)cc1 (stereo not given)
    9	2
(96) O=c1[nH]c(-c2ccccc2)cnc1-c1ccccc1
    22	10
(97) Cc1nn(CC(=O)NC2CCC(C)CC2)c(C)c1[N+](=O)[O-] (stereo not given)
    5	-6
(98) Cc1ccc(C(=O)C(C)OC(=O)CNC(=O)c2ccc(Br)o2)cc1 (stereo not given)
    8	1
(99) O=C(CCl)c1ccc2c(c1)CCN2C(=O)C1CCCCC1
    12	9
(100) Cc1ccc(S(=O)(=O)N/N=C/c2cccs2)cc1
    0	-8
(101) Cc1onc(-c2ccccc2)c1C(=O)N1CCN(Cc2ccccc2)CC1
    -2	7
(102) C=CC[C@@H](CC(=O)N[C@H](CO)Cc1ccccc1)C(=O)NC[C@H](OC(=O)[C@@H](CC=C)Cc1ccc(F)cc1)c1ccccc1
    -5	-13
(103) CCCc1ccc(C(=O)CN2C(=O)C(=O)N(C3CCCC3)C2=O)cc1
    -5	4
(104) CC(=O)NCC1CCCN(Cc2cn(-c3ccccc3)nc2-c2ccc3c(c2)OCO3)C1 (stereo not given)
    -4	21
(105) Cc1c(-c2csc(N)n2)cnn1C
    -2	-4

Some of the entries so far, bar-delimited:
cpd | SMILES | TAG inh DAPI viability | TAG inh
33 | Cc1ccc(C(=O)CC2(O)C(=O)N(CN3CCOCC3)c3ccccc32)cc1 (stereo not given) | -6 | -12
34 | COc1ccc(NC(=O)C2(C)Cc3c(-c4ccc(C(N)=O)cc4)ccnc3O2)cc1 (stereo not given) | -3 | 3
35 | CCCn1c(N2CCN(CC(=O)c3c[nH]c4ccccc34)CC2)nc2c1c(=O)[nH]c(=O)n2C | 4 | -18
36 | CNc1nc2c(C)cccn2c(=O)c1C=Nc1ccc(OC)cc1 | 0 | 1
37 | CCOC(=O)Cc1csc(SCC(=O)N2CCN(c3ccccc3)CC2)n1 | -8 | 1

Carrying on:
Values run as follows: TAG inh DAPI viability	TAG inh
(106) CCCCNC(=O)c1cc2c(-c3ccc(Cl)cc3)nn(C)c2s1
    -8	46
(107) CCOc1ncccc1C(=O)OCC(=O)Nc1ccc(C)c(S(=O)(=O)N(C)C)c1
    -5	-9
(108) FC(F)(F)c1cnc(Oc2cccc3ccccc23)c(Cl)c1
    4	2
(109) CCOC(=O)c1sc(NC(=O)c2cc(-c3ccccc3)nc3ccccc23)c(C#N)c1C
    -2	5
(110) O=C(CN1CCCC1)Nc1ccc([N+](=O)[O-])cc1
    -17	2
(111) CCC(=O)Nc1nc(C)cc(SCC(=O)OC)n1
    -7	-12
(112) COc1cc(C2/C(=C(\O)c3ccc4c(c3)CC(C)O4)C(=O)C(=O)N2CCN2CCOCC2)cc(OC)c1OC (stereo not given)
    -5	5

This is a subset, so the mix of outcomes need not match the whole.
